Screening data as filed in PubChem.
E coli Lon inh: inhibitors of E. coli Lon protease | AID 602123 | inhibition, % at 7.94 µM | P0A9M0 | 360,000 compounds, 0.42% hits | purified E. coli Lon protease, fluorescence polarization; in the data active means inhibition above about 13%, passing the limit was not always enough;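 further: 0% = enzyme with probe and DMSO and 100% = no enzyme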
MsrA inh: inhibitors of bovine MsrA; purified bovine MsrA, absorbance read-out; 360,000 compounds, 0.75% hits; inhibition, % at 15.5 µM; in the data active means inhibition above about 4.5%;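 further: 0% = vehicle wells with enzyme and 100% = reference inhibitor wells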
PABP1 MLLE inh: inhibitors of microRNA-mediated deadenylation, human PABP1 MLLE binding. GST-MLLE / FITC-PAM2 fluorescence polarization. P11940. 360,000 compounds, 0.36% hits. inhibition, % at 20 µM. AID 588489; in the data active means inhibition above about 35%, passing the limit was not always enough;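 further: plate controls were DMSO wells with GST-MLLE for no effect and wells lacking GST-MLLE protein for full effect; some results filed as inactive read as strong as hits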
FAS-TE inh: FAS thioesterase (human) inhibition; 360,000 compounds, 0.67% hits; recombinant FAS-TE, OMFH fluorogenic substrate, fluorescence endpoint; inhibition, % at 15 µM; AID 602261;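 active means compounds whose normalised, plate-corrected inhibition of enzyme fluorescence in the single-dose primary screen is 50% or more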;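 further: 0% = DMSO with enzyme and 100% = substrate without enzyme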
MT1-MMP act inh: blocks activation of human MT1-MMP; P50281; HT1080 RFP-PRO-GFP cells, GFP/RFP ratio fluorescence, overnight; percent of plate control window, DMSO zero; GFP/RFP ratio change, % at 20 µM; 360,000 compounds, 0.061% hits;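 active means GFP/RFP ratio change of at least 30% with cell ATP level not reduced by more than half and red fluorescence within 50% of control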; further: strong numbers were not always called active
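Compound: 20 µM single dose, 1% DMSO / System: HT1080 RFP-PRO-GFP cells / Controls: DMSO and RFP-L50D-GFP cell wells / Read-out basis: GFP/RFP fluorescence ratio / Schedule: overnight compound exposure at 37 °C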
Rin1-Abl PPI inh: blocks binding of human Rin1 to Abl; P00519+Q13671; TR-FRET Rin1/Abl binding, biochemical; inhibition, % at 7.35 µM; 360,000 compounds, 0.4% hits; in the data active means inhibition above about 5%, passing the limit was not always enough
Rpn11 block: Rpn11 (human) deubiquitinase inhibition; human 26S proteasome, Ub4-pepOG fluorescence polarization; 20S core pre-blocked with epoxomicin; calls only at 20 µM; O00487; AID 588493; 360,000 compounds, 0.59% hits;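 active means inhibition at 20 µM, scaled to each plate's controls, above about 33%, limit read from the data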
CSN inh: CSN deneddylation inhibition. inhibition, % at 12.5 µM. 360,000 compounds, 0.38% hits. Purified CSN, SCF-Nedd8-OG deneddylation, fluorescence polarization;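 active means pattern-corrected inhibition above about 35%, with an unprinted fluorescence ratio check between 0.5 and 1.5, limit read from the data, passing the limit was not always enough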;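 further: 0% = enzyme with substrate and 100% = substrate without enzyme; some results filed as inactive read as strong as hits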
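Test system: purified human Csn5 enzyme expressed in HEK293T cells. Amount: 0.24 nM enzyme. Reagent: SCFSkp2-Nedd8OG substrate at 10 nM final. Schedule: 90 min incubation of compound, enzyme and substrate at room temperature. Detection: fluorescence polarization. Read-out: % inhibition of substrate cleavage by Csn5.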
MsrA act: activators of bovine methionine sulfoxide reductase A; activation, % at 10.6 µM; 360,000 compounds, 0.3% hits; purified bovine MsrA, absorbance read-out; AID 602163; in the data active means activation above about 7.5%;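 further: 0% = vehicle and 100% = reference activator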
Active calls of the source: *; i = inactive; / = no result given. Rows are unselected; overall some 3.7% were active at least once.

SMILES	E coli Lon inh	MsrA inh	PABP1 MLLE inh	FAS-TE inh	MT1-MMP act inh	Rin1-Abl PPI inh	Rpn11 block	CSN inh	MsrA act
COc1ccc(N(CCOc2ccccc2)S(=O)(=O)c2ccccc2)cc1	-7	0.5	9	31	1	-2	i	-3	-2
CC(Cc1ccccc1)NC(=O)CC(c1ccccc1)c1ccccc1O (configuration not stated)	5	0.5	0	5	0	-1	i	-3	-4
Cc1ccc(C(=O)N/N=C/c2c[nH]c3ccccc23)o1	-8	0.0	12	-6	6	0	i	-1	-5
COc1c(C)cc(C(=O)C2CCCN(C(=O)c3csc(C)n3)C2)cc1C (configuration not stated)	-4	0.4	-6	-14	1	2	i	-3	-2
CNCC(O)COc1ccccc1 (configuration not stated)	1	1.3	-2	-7	0	3	i	-5	1
CC(C)n1c(/C=C/[C@@H](O)C[C@@H](O)CC(=O)O)c(-c2ccc(F)cc2)c2ccccc21	-9	0.1	1	5	-5	-5	i	-1	-2
Cc1ccc(N(Cc2cc(=O)[nH]c3ccccc23)C(=O)c2ccco2)cc1	6	0.2	19	-2	-8	-2	i	2	-1
CC(C)(C)NC(=O)CN(c1cccc([N+](=O)[O-])c1)S(=O)(=O)c1ccccc1	3	-0.4	-2	4	-1	1	i	-3	-1
Cc1ccc2c(c1)C(c1ccc(F)cc1)N(C(=O)c1cc3ccccc3oc1=O)CC(=O)N2 (configuration not stated)	-1	0.0	21	1	-1	-3	i	6	-3
C[C@H](NC(=O)C1CCN(S(=O)(=O)c2ccccc2)CC1)C(=O)NCc1ccc(F)cc1	-1	-0.1	1	-3	1	5	i	1	-3
O=[N+]([O-])c1cccc(S(=O)(=O)c2ccc(N3CCCCC3)c([N+](=O)[O-])c2)c1	3	1.5	1	38	-8	-1	i	-5	-4
C#CCSc1nnc(-c2c[nH]c3ccccc23)n1C	-1	-1.8	-1	-9	4	-4	i	-5	-1
CC(=O)Nc1ccc(NC(=O)C(C)OC(=O)c2ccc(S(=O)(=O)N3CCCCC3)cc2)cc1 (configuration not stated)	67*	-0.4	-10	-14	-6	1	i	0	-2
Cn1c(=O)n(C)c2cc(NC(=O)COc3ccc(F)cc3)ccc21	5	2.5	-2	-5	12	3	i	0	2
CC1=C(C)/C(=N/OC(=O)c2cccc([N+](=O)[O-])c2)C=CC1=O	-3	/	22	4	0	0	i	-1	-1

Just MsrA act, for some of the entries so far:
Structure	MsrA act
Cc1ccc2c(c1)C(c1ccc(F)cc1)N(C(=O)c1cc3ccccc3oc1=O)CC(=O)N2 (configuration not stated)	-3
C[C@H](NC(=O)C1CCN(S(=O)(=O)c2ccccc2)CC1)C(=O)NCc1ccc(F)cc1	-3
O=[N+]([O-])c1cccc(S(=O)(=O)c2ccc(N3CCCCC3)c([N+](=O)[O-])c2)c1	-4
C#CCSc1nnc(-c2c[nH]c3ccccc23)n1C	-1
CC(=O)Nc1ccc(NC(=O)C(C)OC(=O)c2ccc(S(=O)(=O)N3CCCCC3)cc2)cc1 (configuration not stated)	-2

More results follow.
SMILES	E coli Lon inh	MsrA inh	PABP1 MLLE inh	FAS-TE inh	MT1-MMP act inh	Rin1-Abl PPI inh	Rpn11 block	CSN inh	MsrA act
CN(C(=O)c1ccc(C#N)cc1)c1nnc(-c2ccccn2)s1	3	0.4	14	-5	-1	-2	i	-1	0
CCOc1ccccc1OCC(=O)Nc1cc2c(cc1C(=O)O)OCCCO2	-3	-0.3	19	-9	-3	0	i	-3	-1
CC1=NN(S(=O)(=O)c2ccc(C)cc2)C(=O)c2ccccc2O1	-6	0.2	-9	-2	1	-1	i	0	-3
CCCCNC(=O)C1CCC(CNS(=O)(=O)c2c(C)cc(C)cc2C)CC1 (configuration not stated)	1	-1.8	0	-6	-4	0	i	2	-2
Cc1ccc(Sc2nnc(Cc3ccccc3)c3ccccc23)cc1	-6	-0.4	22	24	4	2	i	0	5
Cc1cc(NC(=O)CCC(=O)N(CC(=O)NC2CCCC2)c2cccc(F)c2)no1	2	0.3	8	-4	0	1	i	3	-3
CC(=O)c1cc(C#N)c(N2CCCC2)nc1C	-5	2.8	10	-5	0	0	i	4	0
COCC#Cc1cnc2c(c1)C(=O)N([C@H](C)CO)C[C@H](C)[C@@H](CN(C)S(=O)(=O)c1ccccc1)O2	2	-1.0	13	-6	2	-4	i	0	1
O=C(Nc1cccnc1)c1ccc(CN2CCc3ccccc3C2)cc1	-7	0.5	-4	-9	-1	3	i	-2	-6
C/C(=N\NC(=O)c1cccc([N+](=O)[O-])c1)c1ccco1	5	-0.1	10	-1	-1	3	i	-6	-5
CC(C)CC1NC(=O)N(CCCCN2C(=O)c3ccccc3C2=O)C1=O (configuration not stated)	-4	1.1	-26	-9	8	1	i	1	-6
C=CCOc1cccc(C2c3c(oc4ccccc4c3=O)C(=O)N2c2ccccn2)c1 (configuration not stated)	5	1.0	7	8	6	0	i	-2	0
Cc1ccc(S(=O)(=O)NCc2ccncc2)cc1C(=O)NCC(C)C	5	-1.4	26	-1	-1	1	i	4	-2
CCOc1ccc(-c2nc(-c3cccnc3)no2)cc1	-1	0.7	4	-1	0	-1	i	2	-12
COc1cc(Cl)ccc1OCc1cc(C(=O)NC(C)Cc2cccnc2)no1 (configuration not stated)	-8	-0.1	-14	-3	3	1	i	0	-8
O=C(CSc1nnnn1-c1ccc2c(c1)OCO2)NCc1cccs1	-7	0.5	5	-1	2	-1	i	-3	-6
COc1cc([N+](=O)[O-])ccc1NC(=O)NCc1ccco1	1	3.0	-12	2	0	-1	i	0	-6
CCOc1ccccc1-n1ccn(CC(=O)Nc2ccc(Br)cc2F)c(=O)c1=O	-5	2.9	-2	-5	3	-1	i	0	-2
CCc1ccc(OCC(=O)NC(=S)Nc2ccc(C(C)=O)cc2)c(Br)c1	-23	-0.8	12	-6	7	2	i	1	-3
COC(=O)C1(C)NC(c2ccccc2C)C2C(=O)N(c3ccc(F)cc3)C(=O)C21 (configuration not stated)	-15	-0.5	-4	-5	3	1	i	-1	-4
CCc1ccccc1NC(=O)CN(C)Cc1c(O)ccc2ccccc12	-11	-0.6	24	3	-1	3	i	-1	-3
O=C(OCC1OC2C(Oc3nc(=O)ccn32)C1O)c1ccccc1 (configuration not stated)	2	-0.5	8	-11	1	4	i	3	-13
O=c1[nH]c2cc3c(cc2cc1C(c1nnnn1CC1CCCO1)N1CCCC1)OCO3 (configuration not stated)	-11	2.7	2	-8	1	4	i	-7	-12
CCOc1cc(-c2nnc(NC(=O)C3=COCCO3)o2)cc(OCC)c1OCC	-17	-0.1	8	-4	1	3	i	0	-2
CS(=O)(=O)Nc1ccc(S(=O)(=O)NC2CCCCC2)cc1	-2	-0.1	8	-5	0	2	i	1	-4
Cc1ccc(/C=C2/CCc3c([nH]c4ccccc34)C2=O)cc1	-5	1.8	-3	3	-1	1	i	-1	-1
Nc1cccc(NC(=O)CN2CCOCC2)c1	-16	-0.3	7	-5	0	0	i	2	-2
CC(C(=O)N1CCN(Cc2ccccc2)CC1)c1ccc([N+](=O)[O-])cc1 (configuration not stated)	5	0.5	11	28	0	0	i	-3	1
CCc1ccc(Nc2c([N+](=O)[O-])c(=O)oc3ccccc23)cc1	-7	0.4	1	19	0	-1	i	3	-4
Cc1ccc(S(=O)(=O)N2CCOCC2)cc1C(=O)Nc1c(C)n(C)n(-c2ccccc2)c1=O	1	0.3	-4	-7	/	-2	i	-1	-4
C=CCN(C(=O)c1csnn1)C(C(=O)NCc1ccc(F)cc1)c1sccc1C (configuration not stated)	0	0.1	-1	7	0	1	i	-3	-9
Cc1cccc(-c2nc(NCCN(C)C)c3ccccc3n2)c1	-9	0.1	-3	-3	6	-2	i	-2	-2
COc1ccc(C(CNC(=O)c2ccc(S(=O)(=O)N3CCCC3)cc2)N(C)C)cc1OC (configuration not stated)	-4	0.3	15	-5	2	-9	i	1	-3

Record cards, from the list above.
`CCc1ccccc1NC(=O)CN(C)Cc1c(O)ccc2ccccc12` reads E coli Lon inh: -11; MsrA inh: -0.6; PABP1 MLLE inh: 24; FAS-TE inh: 3; MT1-MMP act inh: -1; Rin1-Abl PPI inh: 3; Rpn11 block: i; CSN inh: -1; MsrA act: -3
`Cc1ccc(S(=O)(=O)N2CCOCC2)cc1C(=O)Nc1c(C)n(C)n(-c2ccccc2)c1=O` reads E coli Lon inh: 1; MsrA inh: 0.3; PABP1 MLLE inh: -4; FAS-TE inh: -7; MT1-MMP act inh: /; Rin1-Abl PPI inh: -2; Rpn11 block: i; CSN inh: -1; MsrA act: -4
